CD11b adhes enh – enhancers of human CD11b/CD18 binding to fibrinogen. activation, % at 10 µM. AID 1499. K562 CD11b/CD18 adhesion to fibrinogen, ATPlite luminescence. P05107+P11215. 93,000 tested, 0.07% active;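 active = 10 µM primary screen giving 50% or more activity, confirmed by 40% or more on retest at that dose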; note: strong numbers were not always called active
Target sequence (P05107 whole entry, looked up, other chains not shown): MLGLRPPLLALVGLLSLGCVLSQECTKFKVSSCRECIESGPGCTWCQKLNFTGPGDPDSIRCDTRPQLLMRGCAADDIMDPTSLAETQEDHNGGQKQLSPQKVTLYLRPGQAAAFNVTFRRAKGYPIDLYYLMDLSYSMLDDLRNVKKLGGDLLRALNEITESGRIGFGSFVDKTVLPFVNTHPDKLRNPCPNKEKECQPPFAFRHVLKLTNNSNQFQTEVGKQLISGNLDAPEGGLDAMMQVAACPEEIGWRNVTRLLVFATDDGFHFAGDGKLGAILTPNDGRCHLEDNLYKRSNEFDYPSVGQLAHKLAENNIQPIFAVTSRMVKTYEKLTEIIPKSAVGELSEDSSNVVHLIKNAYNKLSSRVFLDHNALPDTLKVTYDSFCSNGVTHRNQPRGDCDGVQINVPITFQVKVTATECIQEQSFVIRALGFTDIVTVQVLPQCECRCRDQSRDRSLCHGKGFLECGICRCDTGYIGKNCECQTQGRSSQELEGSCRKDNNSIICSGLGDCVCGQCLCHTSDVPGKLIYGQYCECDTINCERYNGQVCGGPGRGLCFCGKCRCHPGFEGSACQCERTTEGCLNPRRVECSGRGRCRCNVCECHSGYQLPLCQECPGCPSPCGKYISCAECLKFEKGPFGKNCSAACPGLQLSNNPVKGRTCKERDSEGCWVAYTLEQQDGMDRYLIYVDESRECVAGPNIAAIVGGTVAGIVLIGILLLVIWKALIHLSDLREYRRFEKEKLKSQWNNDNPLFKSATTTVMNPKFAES
ERa SRC1 pot – ER-alpha (human) coactivator binding potentiation; AID 639; 86,000 tested, 1.3% active; P03372; coactivator binding (% of control), % at 25.6 µM; TR-FRET ERalpha-LBD/SRC-Cy5 coactivator binding, 2 h; 100 = basal binding, no effect; in the data active = activity above about 200%;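 note: binding measured in presence of low estradiol as agonist stimulus; 0% = peptide alone without receptor and 100% = receptor with peptide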
H69AR inhibit – blocks growth of human H69AR lung tumor cells | H69AR lung tumor viability, ATP luminescence, 72 h; active compounds read low | 85,000 tested, 6% active | viability, % at 10 µM;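 active = viability at or below 40%; inactive = viability above 40%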;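 note: multidrug resistant small cell line overexpressing MRP-1 efflux transporter; 100% = mean luminescence of untreated control wells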
MT1-MMP txn act – activates MT1-MMP transcription; 86,000 tested, 0.16% active; HT1080 MT1-MMP promoter luciferase reporter, luminescence, overnight; active compounds read high; activation factor at 10 µM; AID 750;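 active = activation factor of at least 2 for MT1-MMP transcription at 10 µM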
HUVEC inhibit – blocks proliferation of human endothelial cells. HUVEC proliferation, CellTiter-Glo luminescence, 72 h; active compounds read low. 86,000 tested, 1.1% active. viability, % at 10 µM (by protocol). AID 648;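 active = viability at or below 30%; inactive = viability above 30%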;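 note: 100% = median luminescence of DMSO-only cell control wells on each plate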
ERb SRC1 inh – ER-beta (human) coactivator binding inhibition; Q92731; TR-FRET ER-beta LBD / SRC1-Cy5 peptide binding; receptor agonist-loaded with 1 µM estradiol; inhibition, % at 25.6 µM; 86,000 tested, 1.3% active; AID 633;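 active = compounds whose percent inhibition of the receptor-coactivator binding signal exceeds about 50% in the single-dose screen, limit read from the data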;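 note: 0% = receptor plus peptide wells without compound and 100% = peptide-only wells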
Smad3 FoxH1 inh – Smad3 (human) transcription factor binding inhibition | P84022 | TR-FRET Smad3/Dy647-FoxH1 peptide binding, europium anti-His | inhibition, % at 25 µM | 88,000 tested, 0.29% active | AID 630;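 active = compounds that reduce the energy-transfer binding signal between the protein and its labelled peptide by more than half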;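 note: 0% = Smad3 plus labelled peptide maximal FRET and 100% = peptide-only background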
Fibroblast inh – blocks proliferation of human lung fibroblasts; LL 47 human lung fibroblast viability, ATP luminescence; active compounds read low; 85,000 tested, 1.1% active; viability, % at 10 µM; AID 719;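 active = viability at or below 50% in the single dose screen; inactive = viability above 50%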;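 note: compound exposure lasted 72 h before the ATP readout; 100% = median luminescence of untreated cell-only wells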
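material = human LL 47 lung fibroblast cells | dosing = compounds added from tenfold dosing solution, 0.1% DMSO final | timing = overnight cell rest, 72 h compound treatment at 37 °C | measured by = CellTiter-Glo luminescence measuring cellular ATP | evaluation = % viability versus median cells-only luminescence | control set = cell-only wells, no compound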
ERa SRC1 inh – blocks coactivator binding to human estrogen receptor alpha | 86,000 tested, 1.7% active | TR-FRET ER-alpha LBD / SRC-1 peptide, estradiol-bound | inhibition, % at 25.6 µM | AID 629; in the data active = inhibition above about 50%;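 note: 0% = receptor plus peptide control and 100% = peptide only without receptor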
Starred values were filed as active, the others as inactive; [ ] = dose if it differs, or a comment. These rows are one share of the data; count on the stated rates, not on these rows.

What do the screens show for `Cc1ccc(-c2ccc(CCC(=O)O)n2CC(=O)O)cc1`?
CD11b adhes enh: -1.7; ERa SRC1 pot: 80.6; H69AR inhibit: 94.8; HUVEC inhibit: 96.2; ERb SRC1 inh: 13.9; Smad3 FoxH1 inh: 0.9; Fibroblast inh: 99.5; ERa SRC1 inh: 2.4

How did COc1ccccc1N1CCN(C(=O)CSc2nnc(-c3ccoc3C)o2)CC1 do in these assays?
CD11b adhes enh: -1.8; ERa SRC1 pot: 102.3[fluorescence artefact?]; H69AR inhibit: 45.5; MT1-MMP txn act: 1.1; HUVEC inhibit: 90.5; ERb SRC1 inh: -16.2; Smad3 FoxH1 inh: -10.3; Fibroblast inh: 103.5; ERa SRC1 inh: -2.8

What do the screens show for `Cc1cccc2c(=O)c(C(=O)N3CCCCCC3)c[nH]c12`?
CD11b adhes enh: -2.6; ERa SRC1 pot: 104.5; H69AR inhibit: 91.6; MT1-MMP txn act: 1.6; HUVEC inhibit: 101.3; ERb SRC1 inh: -4.0; Smad3 FoxH1 inh: 1.4; Fibroblast inh: 93.2; ERa SRC1 inh: 5.3

How did COc1ccc(OC)c(NC(=O)c2cnc3ccccn3c2=O)c1 do in these assays?
ERa SRC1 pot: 83.2; H69AR inhibit: 94.9; MT1-MMP txn act: 1.2; HUVEC inhibit: 100.8; ERb SRC1 inh: 5.8; Smad3 FoxH1 inh: 9.5; Fibroblast inh: 102.8; ERa SRC1 inh: 7.0

What do the screens show for `CCCSc1nc(N)c2c3c(sc2n1)CN(C)CC3`?
CD11b adhes enh: 0.2; ERa SRC1 pot: 68.5[fluorescence artefact?]; MT1-MMP txn act: 1.7; HUVEC inhibit: 76.0; ERb SRC1 inh: 17.6; Smad3 FoxH1 inh: -8.7; Fibroblast inh: 93.2; ERa SRC1 inh: 19.4

How did O=C(NCc1ccccc1)C(c1ccc(F)cc1)N(Cc1ccco1)C(=O)c1ccccn1 (centres undefined) do in these assays?
CD11b adhes enh: 3.7; ERa SRC1 pot: 89.1; H69AR inhibit: 81.0; MT1-MMP txn act: 1.2; HUVEC inhibit: 91.8; ERb SRC1 inh: -10.6; Smad3 FoxH1 inh: 8.7; Fibroblast inh: 100.1; ERa SRC1 inh: -2.3

What do the screens show for `CC(C)NC(=O)COc1ccc(Cl)cc1Cl`?
CD11b adhes enh: -1.7; ERa SRC1 pot: 121.2[fluorescence artefact?]; H69AR inhibit: 108.1; MT1-MMP txn act: 1.2; HUVEC inhibit: 101.4; ERb SRC1 inh: -5.9; Smad3 FoxH1 inh: 1.8; Fibroblast inh: 100.3; ERa SRC1 inh: -2.1

Results for Cc1ccc(OCCSc2cc(C)nc(N)n2)cc1 ?
CD11b adhes enh: -0.3; ERa SRC1 pot: 102.7; H69AR inhibit: 86.1; MT1-MMP txn act: 1.4; HUVEC inhibit: 130.1; ERb SRC1 inh: 2.9; Smad3 FoxH1 inh: 6.5; Fibroblast inh: 101.4; ERa SRC1 inh: -0.9

How did O=C(NCCN1CCCCCC1)C1CCC(CNS(=O)(=O)c2cccc3cccnc23)CC1 (centres undefined) do in these assays?
CD11b adhes enh: 5.5; ERa SRC1 pot: 75.0[fluorescence artefact?]; H69AR inhibit: 108.4; MT1-MMP txn act: 1.1; HUVEC inhibit: 92.8; ERb SRC1 inh: 33.3; Smad3 FoxH1 inh: 9.6; Fibroblast inh: 99.5; ERa SRC1 inh: 60.4*[fluorescence artefact?]

What do the screens show for `Clc1cccc(Cl)c1Cn1cc(Br)cn1`?
CD11b adhes enh: 0.4; ERa SRC1 pot: 106.1; H69AR inhibit: 97.5; MT1-MMP txn act: 1.1; HUVEC inhibit: 89.9; ERb SRC1 inh: -1.5[fluorescence artefact?]; Smad3 FoxH1 inh: -6.6; Fibroblast inh: 90.9; ERa SRC1 inh: 8.4[fluorescence artefact?]

Results for O=C(COC(=O)C1CCN(S(=O)(=O)c2cccs2)CC1)c1ccc2c(c1)OCCO2 ?
CD11b adhes enh: -3.4; ERa SRC1 pot: 161.2; H69AR inhibit: 91.2; MT1-MMP txn act: 1.1; HUVEC inhibit: 98.2; ERb SRC1 inh: 24.0; Smad3 FoxH1 inh: -27.8; Fibroblast inh: 103.3; ERa SRC1 inh: -12.3

What do the screens show for `COC(=O)CN(CCc1ccccc1)S(=O)(=O)c1ccc(OC)c(OC)c1`?
CD11b adhes enh: -2.1; ERa SRC1 pot: 97.1; H69AR inhibit: 98.4; MT1-MMP txn act: 0.9; HUVEC inhibit: 91.8; ERb SRC1 inh: 0.1[fluorescence artefact?]; Smad3 FoxH1 inh: -10.0; Fibroblast inh: 93.6; ERa SRC1 inh: 2.9[fluorescence artefact?]

What do the screens show for `O=C(NC1CCS(=O)(=O)C1)c1ccccc1C(=O)c1ccccc1` (centres undefined)?
CD11b adhes enh: -1.9; ERa SRC1 pot: 122.6; H69AR inhibit: 88.3; MT1-MMP txn act: 1.1; HUVEC inhibit: 96.2; ERb SRC1 inh: -9.3; Smad3 FoxH1 inh: 6.3; Fibroblast inh: 105.2; ERa SRC1 inh: -3.2

Results for Cc1sc2nc(N)sc2c1C ?
CD11b adhes enh: 1.0; ERa SRC1 pot: 98.7; H69AR inhibit: 88.2; MT1-MMP txn act: 1.2; HUVEC inhibit: 86.4; ERb SRC1 inh: 5.7; Smad3 FoxH1 inh: -10.0; Fibroblast inh: 88.0; ERa SRC1 inh: -9.2

How did O=C(NCc1ccc2c(c1)OCO2)C1CCN(S(=O)(=O)c2cccc3nsnc23)CC1 do in these assays?
CD11b adhes enh: -3.0; ERa SRC1 pot: 114.5[fluorescence artefact?]; H69AR inhibit: 93.6; MT1-MMP txn act: 1; HUVEC inhibit: 107.7; ERb SRC1 inh: 12.1; Smad3 FoxH1 inh: -71.7; Fibroblast inh: 106.8; ERa SRC1 inh: 3.2

Results for O=C1c2ccccc2OCOc2ccccc21 ?
CD11b adhes enh: -3.6; ERa SRC1 pot: 110.4; H69AR inhibit: 93.7; MT1-MMP txn act: 1.1; HUVEC inhibit: 95.8; ERb SRC1 inh: 1.6[fluorescence artefact?]; Smad3 FoxH1 inh: -6.8; Fibroblast inh: 93.6; ERa SRC1 inh: 1.8

What do the screens show for `Cc1cccc(NC(=O)CS(=O)(=O)c2cn(C)c3ccccc23)c1C`?
CD11b adhes enh: 1.6; ERa SRC1 pot: 107.8; H69AR inhibit: 71.2; MT1-MMP txn act: 1.2; HUVEC inhibit: 97.7; ERb SRC1 inh: 10.7; Smad3 FoxH1 inh: -8.2; Fibroblast inh: 87.0; ERa SRC1 inh: -0.8

What do the screens show for `Cc1ccc(C(=O)Nc2cccc(Oc3ccccc3)c2)o1`?
CD11b adhes enh: 0.4; ERa SRC1 pot: 95.4; H69AR inhibit: 110.7; MT1-MMP txn act: 1.5; HUVEC inhibit: 90.1; ERb SRC1 inh: 4.8; Smad3 FoxH1 inh: -2.5; Fibroblast inh: 99.4; ERa SRC1 inh: 2.2

What do the screens show for `O=C(COc1ccc2ccccc2c1)Nc1ccc(S(=O)(=O)N2CCCCCC2)cc1`?
ERa SRC1 pot: 115.6; H69AR inhibit: 98.7; MT1-MMP txn act: 1; HUVEC inhibit: 88.7; ERb SRC1 inh: -9.9; Smad3 FoxH1 inh: 13.7; Fibroblast inh: 110.9; ERa SRC1 inh: -11.9

How did COc1ccccc1-n1c(=O)[nH]c2c(C(N)=O)nc(CC(C)C)nc21 do in these assays?
CD11b adhes enh: -5.6; ERa SRC1 pot: 105.9; H69AR inhibit: 66.8; MT1-MMP txn act: 1; HUVEC inhibit: 97.5; ERb SRC1 inh: 7.3; Smad3 FoxH1 inh: -1.2; Fibroblast inh: 94.0; ERa SRC1 inh: 3.9

What do the screens show for `COc1cc2c(cc1NC(=O)c1ccco1)CCCC2`?
CD11b adhes enh: -2.7; ERa SRC1 pot: 90.6; H69AR inhibit: 61.8; HUVEC inhibit: 83.0; ERb SRC1 inh: 7.5; Smad3 FoxH1 inh: 4.5; Fibroblast inh: 88.9; ERa SRC1 inh: -4.3

Results for Cc1[nH]c2ccccc2c1/C=N/n1cnnc1 ?
CD11b adhes enh: 0.6; ERa SRC1 pot: 100.0; H69AR inhibit: 91.4; MT1-MMP txn act: 1; HUVEC inhibit: 73.4; ERb SRC1 inh: -4.4; Smad3 FoxH1 inh: -3.8; Fibroblast inh: 106.1; ERa SRC1 inh: -11.2

Results for CCC(NC(=O)Nc1nccs1)(C(F)(F)F)C(F)(F)F ?
CD11b adhes enh: -1.1; ERa SRC1 pot: 92.9; H69AR inhibit: 98.9; MT1-MMP txn act: 1.1; HUVEC inhibit: 101.5; ERb SRC1 inh: -4.7; Smad3 FoxH1 inh: -6.6; Fibroblast inh: 89.8; ERa SRC1 inh: -0.6

Results for CC(=O)c1ccc(OCC(O)CN2CCN(CCO)CC2)cc1 (centres undefined) ?
CD11b adhes enh: 1.4; ERa SRC1 pot: 89.2; H69AR inhibit: 89.6; MT1-MMP txn act: 1; HUVEC inhibit: 105.8; ERb SRC1 inh: -9.9[fluorescence artefact?]; Smad3 FoxH1 inh: 9.8; Fibroblast inh: 118.6; ERa SRC1 inh: 2.3

Results for CCCCn1c(-c2ccoc2C)n[nH]c1=S ?
ERa SRC1 pot: 105.0; H69AR inhibit: 98.1; MT1-MMP txn act: 1.3; HUVEC inhibit: 94.9; ERb SRC1 inh: -3.8; Smad3 FoxH1 inh: 10.6; Fibroblast inh: 100.6; ERa SRC1 inh: 6.4

What do the screens show for `C=CCc1cc(C(=O)N2CCCCC2)ccc1O`?
CD11b adhes enh: 4.1; ERa SRC1 pot: 123.0[fluorescence artefact?]; H69AR inhibit: 76.9; MT1-MMP txn act: 1; HUVEC inhibit: 96.4; ERb SRC1 inh: -13.9; Smad3 FoxH1 inh: -0.6; Fibroblast inh: 107.3; ERa SRC1 inh: -20.0

How did COc1ccc(OCc2nnc(SCC(N)=O)n2-c2ccccc2OC)cc1 do in these assays?
CD11b adhes enh: -2.8; ERa SRC1 pot: 111.1; H69AR inhibit: 85.1; MT1-MMP txn act: 1; HUVEC inhibit: 87.2; ERb SRC1 inh: -23.4; Smad3 FoxH1 inh: 2.8[fluorescence artefact?]; Fibroblast inh: 95.6; ERa SRC1 inh: -14.3

How did CCOC(=O)N1CCN(C(=O)c2sc3nc(-c4ccc(F)cc4)cn3c2C)CC1 do in these assays?
CD11b adhes enh: -0.4; ERa SRC1 pot: 107.8; H69AR inhibit: 52.6; MT1-MMP txn act: 1.1; HUVEC inhibit: 94.1; ERb SRC1 inh: 0.0[fluorescence artefact?]; Smad3 FoxH1 inh: 5.9; Fibroblast inh: 96.8; ERa SRC1 inh: 1.2[fluorescence artefact?]

What do the screens show for `CC1=C(C#N)C(c2cccnc2)C2=C(CC(c3ccc(Cl)cc3)CC2=O)N1` (centres undefined)?
CD11b adhes enh: -1.7; ERa SRC1 pot: 122.3[fluorescence artefact?]; H69AR inhibit: 101.9; MT1-MMP txn act: 1.1; HUVEC inhibit: 92.9; ERb SRC1 inh: 2.3[fluorescence artefact?]; Smad3 FoxH1 inh: -7.4; Fibroblast inh: 101.1; ERa SRC1 inh: 9.4[fluorescence artefact?]

Compound activity (PubChem BioAssay)
